High-throughput results deposited in PubChem BioAssay by several laboratories.
MEKK3 PB1 HTS = MEKK3-MEK5 PB1 interaction, increase or decrease; Q99759; bead-based flow cytometry, Alexa488-MEK5 binding to MEKK3; actives lie on both sides; 0 = blocked by unlabeled MEK5, 100 = vehicle; binding response (% of control), % at 10 µM; 290,000 compounds, 1.4% hits;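 active = binding response more than 3 SD above or below the average of its plate-row segment, actives on both sides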;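 note: Alexa488 bead fluorescence after subtracting the streptavidin-only scavenger bead signal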
CRFBP-R2 block = blocks CRF-induced signaling of the CRF-BP/CRF-R2 complex; HEK293 CRF-R2/CRF-BP, CRF-induced calcium fluorescence; inhibition, % at 11.8 µM; 350,000 compounds, 0.59% hits; AID 588475;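 active = inhibition of the ligand-induced calcium signal above about 50% at the single tested concentration, limit read from the data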
IDE cell activ = IDE (human) activation, cell-based | P14735 | HEK cells, FAbeta-B cleavage, fluorescence polarization; 0% vehicle, 100% cell-free pure enzyme wells | activation, % at 5.96 µM | 340,000 compounds, 0.073% hits | AID 493087;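 active = activation above the mean of all tested compounds plus 3 SD, set per screening campaign, cut at about 17% in these data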
CRFBP-R2 agonist = CRF-BP/CRF-R2 complex agonism. HEK293 CRF-R2/CRF-BP, calcium dye fluorescence (FLIPR); percent of saturating CRF peptide response. activation, % at 13.2 µM. 350,000 compounds, 0.46% hits;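 active = activation of at least 50%, plus an integration ratio under a set limit after plate pattern correction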;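 note: plate controls were neutral control wells without compound for no effect and CRF at EC100 for full effect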
PHOSPHO1 inh = inhibitors of human PHOSPHO1 phosphatase | Q8TCT1 | recombinant PHOSPHO1, absorbance phosphatase assay | inhibition, % at 13.3 µM | 290,000 compounds, 1.1% hits; in the data active = inhibition above about 60%
GalR3 antag = human GalR3 antagonism; HEK293 GalR3-CNG cAMP membrane potential fluorescence; galR3 body fused to GalR1 C-terminus; AID 651719; inhibition, % at 3 µM; 360,000 compounds, 0.44% hits;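 active = inhibition above the screen-wide average plus 3 SD, cut at about 13% in these data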;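 note: forskolin and galanin both at EC90 stimulate the cells; cAMP rise reported by CNG channel membrane potential dye signal; 0% = forskolin plus galanin with DMSO and 100% = forskolin alone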
M4 PAM = potentiates acetylcholine response at human M4 receptor; P08173; CHO-K1 hM4/Gqi5, Fluo-8 calcium fluorescence, ACh EC20; 0% = ACh EC20, 100% = maximal ACh; activation, % at 3 µM; 360,000 compounds, 0.4% hits; AID 624126;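 active = activation above its plate's cutoff, the mean activation of sample wells plus 3 SD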; note: some results filed as inactive read as strong as hits
IDE inh = inhibits human insulin-degrading enzyme in HEK cells | P14735 | inhibition, % at 5.59 µM | 320,000 compounds, 0.41% hits | FAbetaB cleavage, fluorescence polarization;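 active = percent inhibition above the average of all tested compounds plus 3 SD, set per screening campaign, cut at about 16% in these data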;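 note: IDE supplied by intact live HEK cells; FP after avidin binding of uncleaved biotin substrate so inhibition keeps polarization high; 0% = DMSO wells and 100% = 60 µM reference IDE inhibitor Ii1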
p-CIP stab down = lowers stability of the mouse p/CIP coactivator protein. F442A p/CIP-EGFP cells, EGFP fluorescence, 16 h. decrease of EGFP signal, % at 10 µM. AID 1984. 290,000 compounds, 0.01% hits;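 active = EGFP signal decrease of at least 30% at 10 µM or well 3 SD below plate mean, unless failing retest; inactive = the rest, including hits failing retest or dose response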; note: some compounds called inactive have numbers as strong as hits; many of its hits are not listed in these tables
Target sequence (Q05BA5 1-1403): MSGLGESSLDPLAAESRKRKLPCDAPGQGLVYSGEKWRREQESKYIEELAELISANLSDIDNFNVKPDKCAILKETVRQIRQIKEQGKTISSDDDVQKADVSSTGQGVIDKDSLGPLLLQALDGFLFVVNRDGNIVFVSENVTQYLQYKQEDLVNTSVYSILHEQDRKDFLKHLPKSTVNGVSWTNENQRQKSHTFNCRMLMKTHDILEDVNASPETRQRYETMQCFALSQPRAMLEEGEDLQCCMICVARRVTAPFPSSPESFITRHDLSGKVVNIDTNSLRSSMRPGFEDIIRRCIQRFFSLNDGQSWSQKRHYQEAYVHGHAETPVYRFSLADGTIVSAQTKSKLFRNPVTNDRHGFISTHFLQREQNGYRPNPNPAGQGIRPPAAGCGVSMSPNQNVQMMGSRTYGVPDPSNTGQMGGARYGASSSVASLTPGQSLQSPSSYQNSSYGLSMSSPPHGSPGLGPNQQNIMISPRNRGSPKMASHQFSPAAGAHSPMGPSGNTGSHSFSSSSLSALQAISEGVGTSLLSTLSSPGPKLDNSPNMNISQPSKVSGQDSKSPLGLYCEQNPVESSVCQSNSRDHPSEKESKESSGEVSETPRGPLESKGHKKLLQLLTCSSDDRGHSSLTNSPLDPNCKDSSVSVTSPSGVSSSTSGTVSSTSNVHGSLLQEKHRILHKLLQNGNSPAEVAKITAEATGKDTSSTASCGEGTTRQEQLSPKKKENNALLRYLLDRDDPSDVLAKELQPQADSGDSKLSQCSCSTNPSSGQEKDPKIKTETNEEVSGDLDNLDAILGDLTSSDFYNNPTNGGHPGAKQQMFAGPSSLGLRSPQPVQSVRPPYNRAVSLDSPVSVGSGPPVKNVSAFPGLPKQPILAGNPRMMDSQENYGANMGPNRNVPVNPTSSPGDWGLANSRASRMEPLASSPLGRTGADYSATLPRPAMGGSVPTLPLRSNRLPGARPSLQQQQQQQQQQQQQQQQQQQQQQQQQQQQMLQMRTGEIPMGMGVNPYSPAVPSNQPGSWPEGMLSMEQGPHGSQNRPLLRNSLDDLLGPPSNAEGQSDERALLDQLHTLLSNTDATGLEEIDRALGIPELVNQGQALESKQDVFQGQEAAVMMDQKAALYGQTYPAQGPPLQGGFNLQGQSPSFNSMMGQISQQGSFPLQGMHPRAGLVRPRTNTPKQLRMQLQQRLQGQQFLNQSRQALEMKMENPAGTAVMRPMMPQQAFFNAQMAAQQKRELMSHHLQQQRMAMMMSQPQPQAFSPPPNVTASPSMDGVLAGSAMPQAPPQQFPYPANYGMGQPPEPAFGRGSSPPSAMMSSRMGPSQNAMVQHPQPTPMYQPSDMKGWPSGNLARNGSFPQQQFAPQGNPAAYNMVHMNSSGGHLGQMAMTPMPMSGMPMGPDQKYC
* marks the source's active call; other numbers are inactive results; / = no result given.

MEKK3 PB1 HTS,CRFBP-R2 block,IDE cell activ,CRFBP-R2 agonist,Compound,PHOSPHO1 inh,GalR3 antag,M4 PAM,IDE inh,p-CIP stab down
109.0,8.7,-5.8,-0.3,Nn1cc(-c2ccccc2)nc1SCC(=O)N1CCN(S(=O)(=O)c2ccc3ccccc3c2)CC1,39.7,-3.6,-1.4,1.9,-2.5
104.0,3.3,5.3,1.8,Cc1nc(SCc2ccc([N+](=O)[O-])cc2)nc2ccccc12,-13.8,-7.1,-12.1,-0.8,-5.0
/,-3.8,5.5,-0.5,O=c1cc(S(=O)(=O)Cc2ccccc2)[nH]c(=O)[nH]1,/,-4.7,-0.8,/,/
103.0,-3.2,4.8,-0.1,Cc1sc2ncn(CC(=O)NCCCC(=O)NCc3ccc(F)cc3)c(=O)c2c1C,31.9,-1.5,3.4,-2.7,0.6
108.0,-21.2,3.2,-1.7,CCCCN(CC)C(=O)c1cc2cc3ccc(OC)cc3nc2o1,18.3,-5.1,14.2,4.5,80.9
100.0,-4.6,-4.1,-1.7,S=c1[nH]nc(-c2ccco2)n1-c1cccc2ccccc12,26.8,7.7,5.9,2.1,-2.7
106.0,9.9,0.0,-1.9,COc1ccccc1-c1cnn2c(NCc3ccccc3)cc(C)nc12,42.2,-4.2,-3.1,3.7,-1.4
/,3.6,-1.7,0.5,CC(C)(C)NC(=O)NC(=O)CN1CCN(S(=O)(=O)c2ccc3c(c2)CCCC3)CC1,/,-0.9,-10.9,7.4,/
103.0,-3.9,-0.4,0.2,O=C(CC(=O)NC1CCCCC1)N/N=C/c1ccccc1[N+](=O)[O-],39.1,1.8,2.1,-0.6,-12.1
103.0,8.3,5.1,-0.4,Cc1cccc(CNC(=O)C2CCC(=O)N(CCc3cccc(F)c3)C2)n1 (stereo unspecified),21.8,-7.6,8.3,/,-0.7
97.0,8.0,3.8,0.3,COc1ccc(NC(=S)NCc2ccc(F)cc2)c(OC)c1,28.7,-3.5,0.2,5.2,-0.5
100.0,12.6,-4.4,-0.8,COc1ccc(NC(=S)Nc2ccc(F)cc2)cc1,3.3,-3.3,-1.9,-2.1,-3.1
103.0,36.6,-6.0,-0.9,Cc1cc(C)n(Cc2n[nH]c(=S)n2Cc2ccccc2)n1,89.9*,-1.2,-1.0,2.8,-5.7
102.0,3.3,2.4,3.0,N#C/C(=C\c1ccccc1O)C(=O)Nc1ccccn1,9.3,-11.2,-0.2,-1.1,-2.3
99.0,11.1,4.4,6.0,CCOC(=O)C1CCCN(C(=O)c2ccc([N+](=O)[O-])c(C)c2)C1 (stereo unspecified),-0.9,-1.3,8.2,0.6,0.2
104.0,1.3,1.0,-1.6,CC(C)(CO)NC(=O)C(Cc1ccccc1)N1C(=O)c2ccccc2C1=O (stereo unspecified),36.0,-9.0,2.2,1.8,-11.0
97.0,-3.5,0.9,-0.7,Cn1c(=O)c2sccc2n2c(CCCC(=O)NC3CCN(Cc4ccccc4)CC3)nnc12,-3.2,1.9,-4.8,6.6,4.5
99.0,4.6,0.2,-0.7,Cc1ccccc1C(=O)NC1CCN(CC(=O)N2CCCCC2C)CC1 (stereo unspecified),31.1,-2.5,1.2,-4.0,-5.2
88.0,6.0,4.7,-0.3,O=C(COC(=O)c1ccc([N+](=O)[O-])cc1)Nc1cccnc1Cl,9.6,-0.9,4.8,-0.2,0.3
103.0,1.4,2.9,-0.8,O=C(/C=C1\NC2(CCCC2)Cc2ccccc21)N1CCOCC1,3.6,0.6,3.9,2.7,-5.0
84.0,3.9,2.3,2.5,CCOC(=O)c1cc(C#N)c(N2CCOCC2)nc1-c1ccccc1,-12.3,-0.3,0.3,6.0,-4.2
98.0,-21.5,3.1,-1.4,N#Cc1cnn2cc(-c3ncc(C(F)(F)F)cc3Cl)cnc12,49.1,-3.3,-2.5,-2.0,-20.6
95.0,5.8,8.0,-0.8,CCS(=O)(=O)N1Cc2ccccc2CC1C(=O)Nc1ccc(F)c(F)c1F (stereo unspecified),23.9,-5.6,2.0,4.7,-9.7
104.0,-29.9,-2.3,1.1,Cc1ccccc1-n1c(=O)/c(=C\c2ccco2)s/c1=C(/C#N)C(=O)Nc1ccccc1,83.3*,-3.7,-2.4,-6.5,-20.1
99.0,8.3,2.6,-2.5,O=c1ccc(-c2n[nH]c(=S)n2-c2ccc(F)c(Cl)c2)n[nH]1,-26.2,-4.6,4.7,-2.4,-10.6
103.0,12.3,-1.8,0.2,CCOc1cc(/C=N/NC(=O)C(=O)N/N=C/c2ccc(O)c(OCC)c2)ccc1O,25.3,-10.7,-8.4,1.2,2.0
100.0,-37.0,3.8,0.3,O=c1[nH]c(NNC(=S)NCc2ccccc2)nc2c1C1(CCCCC1)Cc1ccccc1-2,1.8,-9.3,1.4,3.4,1.8
108.0,-3.8,3.5,-1.3,O=C1c2cccc3cccc(c23)C(=O)N1c1ccccn1,16.8,-6.3,-3.3,1.8,1.5
/,-4.7,-3.3,-2.4,ClCCn1cnc2c(SCc3ccccc3)ncnc21,/,-5.0,3.5,/,/
95.0,17.5,-2.8,-4.9,COc1ccc(S(=O)(=O)N2CCC(C(=O)N3CCc4ccccc4C3)CC2)cc1OC,-16.4,-4.6,-5.2,1.3,-10.3
/,1.7,-2.6,0.3,CC(=O)NCCc1ccc(C(=O)COC(=O)c2ccco2)cc1,/,-3.7,0.1,1.3,/
104.0,-9.1,4.3,-1.2,CC1CCCC(NC(=O)COC(=O)[C@@H]2CC(O)CN2S(=O)(=O)c2ccc3c(c2)OCCO3)C1C (stereo partly specified),11.6,-5.6,-3.6,2.2,-5.3
/,3.5,3.9,-0.4,CC(=O)c1c(C)nc2nonc2c1N,12.9,0.5,6.8,2.6,-2.2
100.0,11.8,7.0,0.2,CN(C)Cc1c(C(=O)N/N=C/C2CC=CCC2)nnn1-c1nonc1N (stereo unspecified),12.0,-7.6,-3.7,3.9,2.9
106.0,-7.9,5.7,0.4,COc1cccc(/C=N/Nc2ncc(C)c(=O)[nH]2)c1OC,42.0,-5.8,0.3,1.4,0.0
98.0,10.4,3.3,-1.6,COc1ccc(-c2nc3ccccc3s2)cc1NC(C)=O,52.8,3.5,2.5,1.1,-1.4
96.0,-1.2,1.8,1.2,C=CCn1c(C)cc(C(=O)COC(=O)CNC(=O)c2ccccc2)c1C,-13.6,-3.3,-0.5,7.7,-2.6
96.0,-28.1,0.9,4.3,Clc1ccc(CSc2ncn(-c3ccccc3)n2)cc1,-38.4,-4.8,2.4,5.8,-18.2
98.0,8.2,-1.1,-0.3,CCCCn1c(=O)c2c(nc3n2CCCN3Cc2ccccc2)n(C)c1=O,14.1,-9.4,9.3,/,-5.3
99.0,18.2,4.9,-3.3,COC1CCN(Cc2c(C(=O)N3CCc4ccccc4C3)nc3ccc(Cl)cn23)CC1,22.6,-0.6,6.7,-0.1,9.7
97.0,-5.9,4.0,0.8,COc1ccc(OC)c(S(=O)(=O)N2Cc3ccccc3CC2C(=O)O)c1 (stereo unspecified),-24.6,-3.6,3.8,-2.2,-3.1
/,1.0,-1.0,-0.6,Cc1ccc(S(=O)(=O)N2CCCC2CNC(=O)C(=O)NCc2cccs2)cc1 (stereo unspecified),/,-0.2,7.2,5.7,/
102.0,5.5,1.7,-0.1,O=C(N/N=C/c1cc(O)ccc1[N+](=O)[O-])c1ccc2c(c1)OCCO2,-24.6,-0.1,-3.3,-0.9,-4.6
68.0,20.9,-3.0,-1.3,Cc1cc2cc(CNC(=O)c3ccc(Br)o3)ccc2[nH]1,13.0,/,-2.9,5.0,-11.4
/,-5.0,4.2,1.4,COc1cccc(C(=O)N(Cc2ccco2)c2c(N)n(Cc3ccccc3)c(=O)[nH]c2=O)c1,/,-4.8,3.1,4.1,/
105.0,0.8,5.0,-0.1,CCCCN(CC)CCNC(=S)Nc1ccc2nc(N3CCN(C)CC3)cc(C)c2c1,32.6,-10.0,0.7,2.0,-0.1
118.0,9.8,-2.7,2.1,Cc1c(C(=O)O)oc2ccc(S(=O)(=O)N3CC(C)CC(C)C3)cc12 (stereo unspecified),3.5,-1.9,7.0,7.7,-7.2
97.0,-0.5,2.9,0.1,Cc1cc(O)c(C(C)C)cc1NC(=O)c1cccc(Cl)c1,-27.1,-3.5,-3.5,-0.7,4.3
103.0,-68.7,5.9,3.1,Cc1ccc(C)c(N=Cc2ccc(-c3ccc([N+](=O)[O-])cc3)o2)c1,32.0,-4.1,13.9,-3.9,-47.6
102.0,3.3,-0.4,-0.2,COc1cc(S(=O)(=O)N2CC(=O)Nc3ccccc32)ccc1NC(C)=O,16.0,-8.1,-3.7,2.0,-5.8
/,-10.4,2.4,0.0,CN(C(=O)c1cccc(NC(=O)Cc2ccc([N+](=O)[O-])cc2)c1)C1CCCCC1,/,-7.3,7.7,2.2,/
96.0,8.3,-0.1,0.5,COc1ccc(OCC2NCCc3cc(OC)c(OC)cc32)cc1 (stereo unspecified),22.4,-6.6,5.0,-3.4,-5.6

10 entries already listed, sorted by SMILES length, falling.
MEKK3 PB1 HTS,CRFBP-R2 block,IDE cell activ,CRFBP-R2 agonist,Compound,PHOSPHO1 inh,GalR3 antag,M4 PAM,IDE inh,p-CIP stab down
/,-10.4,2.4,0.0,CN(C(=O)c1cccc(NC(=O)Cc2ccc([N+](=O)[O-])cc2)c1)C1CCCCC1,/,-7.3,7.7,2.2,/
99.0,18.2,4.9,-3.3,COC1CCN(Cc2c(C(=O)N3CCc4ccccc4C3)nc3ccc(Cl)cn23)CC1,22.6,-0.6,6.7,-0.1,9.7
102.0,5.5,1.7,-0.1,O=C(N/N=C/c1cc(O)ccc1[N+](=O)[O-])c1ccc2c(c1)OCCO2,-24.6,-0.1,-3.3,-0.9,-4.6
103.0,-68.7,5.9,3.1,Cc1ccc(C)c(N=Cc2ccc(-c3ccc([N+](=O)[O-])cc3)o2)c1,32.0,-4.1,13.9,-3.9,-47.6
/,1.0,-1.0,-0.6,Cc1ccc(S(=O)(=O)N2CCCC2CNC(=O)C(=O)NCc2cccs2)cc1 (stereo unspecified),/,-0.2,7.2,5.7,/
118.0,9.8,-2.7,2.1,Cc1c(C(=O)O)oc2ccc(S(=O)(=O)N3CC(C)CC(C)C3)cc12 (stereo unspecified),3.5,-1.9,7.0,7.7,-7.2
102.0,3.3,-0.4,-0.2,COc1cc(S(=O)(=O)N2CC(=O)Nc3ccccc32)ccc1NC(C)=O,16.0,-8.1,-3.7,2.0,-5.8
97.0,-5.9,4.0,0.8,COc1ccc(OC)c(S(=O)(=O)N2Cc3ccccc3CC2C(=O)O)c1 (stereo unspecified),-24.6,-3.6,3.8,-2.2,-3.1
68.0,20.9,-3.0,-1.3,Cc1cc2cc(CNC(=O)c3ccc(Br)o3)ccc2[nH]1,13.0,/,-2.9,5.0,-11.4
96.0,8.3,-0.1,0.5,COc1ccc(OCC2NCCc3cc(OC)c(OC)cc32)cc1 (stereo unspecified),22.4,-6.6,5.0,-3.4,-5.6

Pulled by compound from above:
MEKK3 PB1 HTS,CRFBP-R2 block,IDE cell activ,CRFBP-R2 agonist,Compound,PHOSPHO1 inh,GalR3 antag,M4 PAM,IDE inh,p-CIP stab down
96.0,8.3,-0.1,0.5,COc1ccc(OCC2NCCc3cc(OC)c(OC)cc32)cc1 (stereo unspecified),22.4,-6.6,5.0,-3.4,-5.6
68.0,20.9,-3.0,-1.3,Cc1cc2cc(CNC(=O)c3ccc(Br)o3)ccc2[nH]1,13.0,/,-2.9,5.0,-11.4

Outcome played no part in choosing rows, and some 4.2% of all compounds hit somewhere here.
